Screens deposited in PubChem by several laboratories.
Myeloid diff 2: induction of myeloid progenitor differentiation, primary screen, cell-based, flow cytometry, MLPCN library; calls only at 10 µM; ER-HoxA9 myeloid progenitors, lysozyme-GFP differentiation; hit rate 1% among 360,000;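 active means normalized GFP-positive differentiation at or above the plate's own cutoff, the solvent-only control mean plus 3 SD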;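 further: cells exposed to compound for four days before flow analysis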
PMI inhibitors: inhibitors of human PMI, primary screen, biochemical, fluorescence intensity, coupled assay (AID 1209) | hit rate 0.42% among 190,000 | Mannose-6-phosphate isomerase (Homo sapiens) | purified PMI enzyme, coupled fluorescence intensity; higher % means a stronger effect | inhibition, % at 20 µM, or IC50 in µM where a hit was titrated;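 further: plate controls were DMSO vehicle for no effect and wells lacking substrate for full effect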
LYP inhibition: inhibitors of LYP phosphatase, biochemical, fluorescence intensity, uHTS (AID 1779); recombinant LYP phosphatase, fluorescence intensity; higher % means a stronger effect; inhibition, % at 11.5 µM, or IC50 in µM where a hit was titrated; Tyrosine-protein phosphatase non-receptor type 22 (Homo sapiens); hit rate 0.054% among 290,000;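 further: plate controls were vehicle with enzyme for no effect and no enzyme for full effect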
PMI inhibition: human PMI inhibitors, high substrate, primary screen, biochemical, fluorescence intensity, high mannose 6-phosphate (AID 1220). hit rate 0.66% among 190,000. inhibition, % at 20 µM, or IC50 in µM where a hit was titrated. recombinant PMI enzyme, coupled fluorescence intensity; higher % means a stronger effect
ER stress rescue: rescue of cells from ER stress-induced death, primary screen, 384-well, CSM14.1, thapsigargin, ATP luminescence (AID 1222); CSM14.1 thapsigargin-induced death rescue, ATP luminescence; higher % means a stronger effect; cellular ATP content (survival), % at 20 µM, or EC50 in µM where a hit was titrated; 190,000 tested, under 10 active;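 active means EC50 below 50 µM in the dose-response confirmation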;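 further: death triggered by thapsigargin at about 15 µM added after 2 h compound pretreatment; cell ATP read after overnight thapsigargin exposure of roughly 18 to 22 hours; normalized against plate controls of thapsigargin alone and 5% DMSO vehicle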
XIAP displacement: XIAP antagonists, biochemical, IAP family, fluorescence polarization (AID 1018); E3 ubiquitin-protein ligase XIAP (Homo sapiens); XIAP BIR domain, fluorescence polarization peptide displacement; higher % means a stronger effect; one-dose displacement, % at 20 µM; IC50 in µM for titrated hits; hit rate 0.007% among 200,000; in the data active means displacement above about 50%; further: a part of the inactive calls stands beside numbers as strong as those of hits
P. falciparum M1AAP: P. falciparum M1AAP inhibitors, biochemical, fluorogenic H-Leu-NHMec substrate, 1536-well (AID 1445); recombinant M1AAP, H-Leu-NHMec fluorogenic kinetic assay; higher % means a stronger effect; inhibition, % at 30 µM, or IC50 in µM where a hit was titrated; hit rate 0.42% among 220,000;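 active means primary inhibition above the hit cutoff, then over 50% inhibition at one or more dose response concentrations, cut at about 23% in these data, passing the limit was not always enough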;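 further: plate controls were DMSO full reaction for no effect and no enzyme background for full effect; strong numbers were not always called active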
P. falciparum M17LAP: P. falciparum M17LAP inhibitors, primary screen, biochemical, fluorogenic H-Leu-NHMec substrate, 1536-well (AID 1619). hit rate 0.38% among 220,000. inhibition, % at 30 µM; hits with a dose series show IC50 in µM. recombinant M17LAP, H-Leu-NHMec fluorogenic kinetic assay; higher % means a stronger effect;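 active means compound inhibiting the enzyme by more than half at any dose during confirmatory dose-response retesting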;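 further: plate controls were full reaction with DMSO carrier for no effect and no enzyme background for full effect; strong numbers were not always called active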
TNAP activation fold: human TNAP enzyme activators, primary screen, biochemical, luminescent, no phosphate acceptor, uHTS (AID 1001) | activation fold at 20 µM, or EC50 in µM where a hit was titrated | Alkaline phosphatase, tissue-nonspecific isozyme (Homo sapiens) | hit rate 0.03% among 200,000 | purified TNAP, luminescent activation assay, no phosphate acceptor; higher activation fold means a stronger effect; in the data active means activation fold from about 3, or a potency from the dose series; inactive means the rest, 99 in 100 with activation fold below about 1.6; further: many of its hits are not listed in these tables
Myeloid diff 2 GFP+ MAC1+ %: further read-out of Myeloid diff 2, marked with its call; GFP+ MAC1+ double positive, %; measured here: differentiation confirmed by MAC1 staining
The depositor's hits bear a star; i = inactive; · = no result given; + = active, no number; & = joins results of further samples. Unless noted, no stated cut-off is given here; in the data, active means inhibition above about 50%; inactive means the rest. Some of the compounds tested, so the mix of outcomes need not match the whole.

compound	PMI inhibitors	ER stress rescue	LYP inhibition	Myeloid diff 2 GFP+ MAC1+ %	PMI inhibition	Myeloid diff 2	P. falciparum M17LAP	P. falciparum M1AAP	TNAP activation fold	XIAP displacement
O=c1c(C=NCc2cccs2)c(O)n(C2CCCCC2)c(=O)n1C1CCCCC1	5%	1.6%	-5%	1.0	3%	i	-1%	11%	0.9	-7.0%
Clc1ccc(COC(Cn2ccnc2)c2ccc(Cl)cc2Cl)c(Cl)c1 (centres undefined)	-2%	5.3%	-2%	2.7&4.4	-7%	i	-5%	-10%	·	-5.6%
CC(=NCCC1=CCCCC1)c1c(O)n(C)c(=O)n(C)c1=O	-5%	0.2%	-6%	0.8	5%	i	4%	0%	1.1	-0.2%
O=P(Nc1ccccc1)(Nc1ccccc1)Oc1cccc(Cl)c1	10%	-0.6%	4%	0.4	6%	i	2%	-5%	1.1	1.5%
Cc1cccc(N2C(=O)NC(=O)/C(=C\C=C\c3ccco3)C2=O)c1	·	·	4%	0.4	·	i	28%	12%	·	·
N#Cc1c(Cl)nc(Cl)c2c1CCN(Cc1ccccc1)C2	-32%	19%	-22%	0.4	-16%	i	-91%	3%	1.1	-1.7%
O=c1[nH]c(=O)n(-c2ccccc2F)c(O)c1C=NCCC1=CCCCC1	1%	1.2%	-6%	0.1	5%	i	20%	0%	1.1	-3.8%
CN(C)[C@@H]1C(=O)C(C(N)=O)=C(O)[C@@]2(O)C(=O)C3=C(O)c4c(O)ccc(Cl)c4[C@@](C)(O)C3C[C@@H]12 (some centres undefined)	-19%	2.2%	-1%	1.4	16%	i	3%	16%	1	-20%
CCn1c(O)c(C=NCCN2CCOCC2)c(=O)[nH]c1=S	·	·	-6%	0.3	·	i	-4%	3%	·	·
CN1CCN(C(=O)COc2ccc(S(=O)(=O)NCc3ccccc3)cc2Cl)CC1	9%	-3.7%	0%	1.6	5%	i	4%	-1%	1.1	-20%
O=C(COc1ccccc1)N1CCN(CC2CC3C=CC2C3)CC1 (centres undefined)	-20%	-1.4%	1%	0.8	-28%	i	2%	0%	1	-2.8%
CC(=O)c1ccc(-c2ccccc2)cc1	12%	-3.3%	-6%	0.5	10%	i	0%	-2%	1.1	-2.0%
Cc1cccc(NC2=NCCCS2)c1	·	·	-9%	0.5	·	i	12%	2%	·	·
O=C(Cn1cc(C(=O)c2ccccc2F)c2ccccc21)NC1CC1	-4%	-0.7%	-4%	0.0	-6%	i	-1%	-1%	1.1	-3.5%
COc1ccc(N2C(=O)CC(=O)NC2=O)cc1	5%	·	-6%	1.8	10%	i	-2%	-4%	1	-7.2%
Cc1cccc(CN2CCCC(C(=O)c3ccc(C(F)(F)F)cc3)C2)n1 (centres undefined)	1%	0.7%	-7%	0.5	-6%	i	-7%	-2%	1	-0.4%
CC(=NCC1CCCO1)c1c(O)n(-c2ccc(C)cc2)c(=O)[nH]c1=O (centres undefined)	4%	2.6%	4%	0.2	4%	i	3%	2%	1	-4.3%
Cc1ccc(N2C(=O)NC(=O)/C(=C/c3cnn(-c4ccc(C)cc4)c3)C2=O)cc1	-11%	-2.4%	5%	0.4	-17%	i	9%	3%	1	-3.3%
O=C(CCl)NCC1CCCO1 (centres undefined)	-14%	0.2%	-6%	1.7	0%	i	4%	7%	1.2	-6.5%
COc1cc(/C=C2\C(=O)NC(=O)N(c3ccccc3)C2=O)cc(OC)c1OC	4%	2.9%	-7%	1.0	-6%	i	5%	-3%	1.1	-3.3%

Compound profiles (already shown). Values in the order: PMI inhibitors	ER stress rescue	LYP inhibition	Myeloid diff 2 GFP+ MAC1+ %	PMI inhibition	Myeloid diff 2	P. falciparum M17LAP	P. falciparum M1AAP	TNAP activation fold	XIAP displacement
Record of `CC(=O)c1ccc(-c2ccccc2)cc1` : 12%	-3.3%	-6%	0.5	10%	i	0%	-2%	1.1	-2.0%
Record of `Cc1cccc(NC2=NCCCS2)c1` : ·	·	-9%	0.5	·	i	12%	2%	·	·
Record of `CC(=NCC1CCCO1)c1c(O)n(-c2ccc(C)cc2)c(=O)[nH]c1=O` (centres undefined) : 4%	2.6%	4%	0.2	4%	i	3%	2%	1	-4.3%
Record of `Cc1cccc(CN2CCCC(C(=O)c3ccc(C(F)(F)F)cc3)C2)n1` (centres undefined) : 1%	0.7%	-7%	0.5	-6%	i	-7%	-2%	1	-0.4%
Record of `COc1cc(/C=C2\C(=O)NC(=O)N(c3ccccc3)C2=O)cc(OC)c1OC` : 4%	2.9%	-7%	1.0	-6%	i	5%	-3%	1.1	-3.3%

The listing continues:
compound	PMI inhibitors	ER stress rescue	LYP inhibition	Myeloid diff 2 GFP+ MAC1+ %	PMI inhibition	Myeloid diff 2	P. falciparum M17LAP	P. falciparum M1AAP	TNAP activation fold	XIAP displacement
Cc1cccc(N2C(=O)NC(=O)/C(=C\c3cnc(-c4ccccc4)nc3)C2=O)c1	0%	-1.1%	-5%	0.4	-20%	i	38%	8%	1.2	-10%
COP(=O)(OC)C(NS(=O)(=O)c1ccccc1)C(Cl)(Cl)Cl (centres undefined)	-14%	-0.8%	-5%	0.8	-9%	i	-8%	-4%	1.1	-6.0%
O=C1NC(=S)N(c2ccc(Br)cc2)C(=O)/C1=C/N1CCN(C(=O)c2ccco2)CC1	26%	0.7%	-3%	0.0	35%	i	16%	9%	1	-3.2%
COP(=S)(OC)SCN1C(=O)c2ccccc2C1=O	-1%	-1.1%	-6%	1.5	-1%	i	-12%	13%	1.1	0.3%
Cc1cc(C(=O)O)c(C)n1C1CC1	·	·	-5%	0.2	·	i	9%	6%	·	·
Nc1cc(N2CCNCC2)ccc1[N+](=O)[O-]	16%	-2.1%	2%	0.5	21%	i	13%	6%	1	-2.3%
C=CCN1CC[C@@]2(C)c3cc(O)ccc3CC1[C@@H]2C	·	·	3%	2.4	·	i	0%	1%	·	·
CC1(C)CN=C(Nc2ccccc2C(F)(F)F)S1	1%	-1.0%	-6%	0.4	3%	i	5%	2%	1.1	-3.9%
O=C1NC(=O)C(=Cc2ccc(-c3cc(Cl)ccc3[N+](=O)[O-])o2)C(=O)N1	14%	-0.5%	3%	0.5*	16%	+	22%	13%	1.1	-5.8%
COC(=O)C(O)(c1ccc(NC(=O)c2ccccc2)cc1)C(F)(F)F (centres undefined)	·	·	-5%	0.7	·	i	2%	-5%	·	·
Clc1ccccc1C1NCc2ccccc2-n2cccc21 (centres undefined)	-2%	1.2%	-6%	0.7	3%	i	-6%	-1%	1.1	-5.6%
CC12CN3CC(C)(CN(C1)C3c1cccs1)C2 (centres undefined)	-6%	-2.0%	-13%	0.5	-2%	i	2%	5%	1	-0.4%
CCCCn1c(O)c(C(C)=NCCc2c[nH]c3ccccc23)c(=O)[nH]c1=O	·	·	4%	0.7	·	i	-7%	5%	·	·
CN1CCN(c2c(N)c(=O)oc3ccccc23)CC1	1%	-0.6%	1%	2.0	4%	i	10%	5%	1	-2.2%
Cc1ccc(S(=O)(=O)N2CCC(C(=O)N3CCC4(CC3)OCCO4)CC2)cc1	-13%	-0.1%	-3%	9.9	-9%	i	-3%	0%	1	-5.4%
COc1ccc(NC(=O)CN2C3CCC2CC(O)(c2cccnc2)C3)cc1OC (centres undefined)	-1%	-1.4%	2%	0.5	8%	i	-7%	1%	1.1	-0.7%
CCN(CC)CCCN=Cc1c(O)n(CCc2ccc(OC)c(OC)c2)c(=O)[nH]c1=O	-10%	-1.2%	-4%	4.2	0%	i	3%	14%	1	-1.6%
CN1C(=O)CN=C(c2ccc(Cl)cc2)c2cc(Cl)ccc21	-10%	-3.3%	-4%	0.7	-5%	i	2%	4%	1.1	-5.8%
O=S1(=O)CC2(N3CCOCC3)CCCCCCC21 (centres undefined)	3%	-0.4%	-8%	0.9	-3%	i	4%	3%	1.1	1.7%
Cc1ccccc1-n1c(O)c(/C=N/NC(=O)c2ccccc2O)c(=O)[nH]c1=S	·	·	3%	0.6	·	i	48%	11µM*	·	·
NS(=O)(=O)c1ccc(N=Nc2c(O)[nH]c(=S)[nH]c2=O)cc1	·	·	0%	0.2	·	i	17%	16%	·	·
CN1CSC(=S)N(C)C1	4%	-2.4%	-2%	0.3	7%	i	-1%	11%	1	-7.3%
O=c1c(/C=N/N2CCOCC2)c(O)n(-c2ccccc2)c(=S)n1-c1ccccc1	5%	1.0%	-1%	0.9	8%	i	13%	8%	1.1	-9.8%
CC12CN3C(O)C(C)(C1)CC(C)(C2)C3O (centres undefined)	-12%	0.3%	-9%	3.6	2%	i	2%	-1%	1.1	-0.5%
Cc1c(C(=O)c2ccccc2)c2ccccc2n1C	·	·	-4%	0.2	·	i	-5%	2%	·	·
CCOC(=O)C1=C(N)OC2=C(C(=O)CCC2)C12C(=O)Nc1ccccc12 (centres undefined)	0%	0.9%	6%	1.3	3%	i	2%	10%	1.1	-1.4%
CCOc1cc(/C=C2/C(=O)NC(=O)N(c3ccc(CC)cc3)C2=O)ccc1OC(=O)c1cccs1	5%	-0.9%	-4%	6.0	-2%	i	10%	8%	1.1	-4.4%
CCOP(=O)(C#CC(C)(C)C)C1(O)CCCCC1 (centres undefined)	0%	-0.7%	-7%	0.4	-2%	i	5%	6%	1.1	-7.5%
COc1ccc(N=C(C)c2c(O)n(C)c(=O)n(C)c2=O)c(OC)c1	2%	-1.1%	-6%	1.1	-3%	i	1%	8%	1.1	-7.6%
CC(=NCCN1CCOCC1)c1c(O)n(Cc2ccccc2)c(=O)[nH]c1=O	-19%	-0.8%	-5%	2.5	-27%	i	8%	3%	1.7	-3.2%
COc1ccc(OCC#CCN2CCCCCC2)cc1	6%	-0.5%	-17%	0.1	11%	i	-1%	-5%	1.1	-5.1%
